DNMT1 block – inhibitors of human DNMT1; actives 0.83% (n = 360,000); DNMT1 molecular beacon, Hinp1I cleavage, fluorescence; inhibition (reported as % activation of signal), % at 10 µM; P26358; AID 588458; in the data active = inhibition above about 50%
MsrA inhibitor – inhibits bovine methionine sulfoxide reductase A. purified bovine MsrA, absorbance read-out. actives 0.75% (n = 360,000). inhibition, % at 15.5 µM; in the data active = inhibition above about 4.5%;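 note: 0% = vehicle wells with enzyme and 100% = reference inhibitor wells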
eLon inh – E. coli protease La inhibition | P0A9M0 | purified E. coli Lon protease, fluorescence polarization | inhibition, % at 7.94 µM | actives 0.42% (n = 360,000) | AID 602123; in the data active = inhibition above about 13%, passing the limit was not always enough;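 note: 0% = enzyme with probe and DMSO and 100% = no enzyme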
STEP inh – blocks human striatal-enriched tyrosine phosphatase. P54829. recombinant STEP, OMFP fluorogenic substrate, fluorescence. inhibition, % at 20 µM. actives 0.25% (n = 360,000). AID 588621;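 active = inhibition at 20 µM, scaled per plate between control wells, above about 37%, limit read from the data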;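 note: 0% = DMSO with enzyme and substrate and 100% = substrate only without enzyme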
Target sequence (P54829 whole entry, looked up): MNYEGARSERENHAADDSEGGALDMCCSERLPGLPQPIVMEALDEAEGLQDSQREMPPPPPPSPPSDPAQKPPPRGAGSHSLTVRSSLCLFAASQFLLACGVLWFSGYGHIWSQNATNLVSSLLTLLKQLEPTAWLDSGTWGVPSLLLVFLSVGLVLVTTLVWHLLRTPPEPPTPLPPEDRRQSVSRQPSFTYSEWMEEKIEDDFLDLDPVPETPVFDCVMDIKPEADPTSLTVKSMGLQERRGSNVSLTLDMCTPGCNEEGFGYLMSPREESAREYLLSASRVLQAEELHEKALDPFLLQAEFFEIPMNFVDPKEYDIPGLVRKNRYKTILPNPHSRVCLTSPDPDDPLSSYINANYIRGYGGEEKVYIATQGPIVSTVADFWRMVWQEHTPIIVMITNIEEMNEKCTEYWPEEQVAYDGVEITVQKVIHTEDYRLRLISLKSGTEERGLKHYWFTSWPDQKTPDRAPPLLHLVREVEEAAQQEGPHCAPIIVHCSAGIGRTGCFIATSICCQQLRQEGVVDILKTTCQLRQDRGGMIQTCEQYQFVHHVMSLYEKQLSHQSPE
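medium = Bis-Tris buffer pH 6.0, 2.5 mM DTT, 0.005% Tween 20 | test system = STEP (striatal-enriched tyrosine phosphatase) enzyme, cell-free | measure = normalized % inhibition | compound dosing = 20 µM, 1% DMSO | also added = 25 µM OMFP | schedule = reaction 20 min, ambient temperature | measured by = fluorescence read at 480 nm ex / 540 nm em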
TbMetRS inhib – Trypanosoma brucei MetRS inhibition. purified T. brucei MetRS, ATP depletion, Kinase-Glo luminescence. inhibition, % at 11.9 µM. actives 0.4% (n = 360,000);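 active = inhibition above a per-plate cutoff of the control wells' mean inhibition plus 3 SD, cut at about 5.5% in these data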;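 note: 0% = DMSO wells median and 100% = median of wells with control inhibitor compound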
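Measured by: Kinase-Glo luciferase luminescence reporting remaining unconsumed ATP. Material: purified T. brucei MetRS enzyme. Doses: 11.9 µM compound single dose, 0.9% DMSO. Medium: HEPES buffer containing pyrophosphatase, BSA, spermine, DTT. Times: 15 min preincubation, 2 h reaction, all 25 °C. Reagent: methionine, ATP and bulk E. coli tRNA.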
LMPTP inh – LMPTP (human) inhibition; P24666; recombinant LMPTP-A, OMFP fluorogenic substrate, fluorescence intensity; inhibition, % at 20 µM; actives 0.22% (n = 360,000); AID 651560;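 active = compounds that cut the enzyme signal by at least half of the control window in the single-dose screen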;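 note: plate controls were DMSO wells with enzyme plus substrate for no effect and substrate without enzyme for full effect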
Target sequence (P24666 whole entry, looked up): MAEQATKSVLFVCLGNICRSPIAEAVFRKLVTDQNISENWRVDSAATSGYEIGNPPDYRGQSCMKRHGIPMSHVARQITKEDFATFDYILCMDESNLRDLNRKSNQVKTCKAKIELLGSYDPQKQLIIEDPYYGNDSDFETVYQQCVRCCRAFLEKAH
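Test system – LMPTP-A phosphatase enzyme · Quantity – 0.625 nM LMPTP-A final · Reagent – OMFP substrate, 400 µM final · Dosing – one test concentration per compound, 20 µM, with 3% DMSO overall · Timing – 50 min enzyme reaction at room temperature, protected from light · Detection – fluorescence intensity · Controls – substrate-only low control, DMSO enzyme-plus-substrate high control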
MsrA act – activates bovine MsrA enzyme; purified bovine MsrA, absorbance read-out; activation, % at 10.6 µM; actives 0.3% (n = 360,000); in the data active = activation above about 7.5%;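 note: 0% = vehicle and 100% = reference activator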
NRP1-CendR mod – alters CendR peptide binding to human NRP-1. O14786. FAM-RPARPAR peptide binding to NRP-1, fluorescence polarization. inhibition, % at 25 µM. actives 0.85% (n = 360,000). AID 602438;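 active = inhibition or corrected inhibition above about 18%, plus a signal ratio from 0.5 to 1.5, limit read from the data, passing the limit was not always enough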; note: strong numbers were not always called active
Scp-1 inhibitor – Scp-1 (human) phosphatase inhibition; Q9GZU7; Recombinant Scp1, phosphopeptide, malachite green phosphate absorbance; inhibition, % at 20 µM; actives 0.88% (n = 340,000); AID 493091;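 active = inhibition above about 50% at 20 µM, limit read from the data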;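 note: plate controls were DMSO wells with enzyme for no effect and wells lacking enzyme for full effect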
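Assay system: SCP-1 catalytic fragment, aa 76-261 | Buffer or medium: Tris acetate buffer pH 5.5 with MgCl2 and Tween-20 | Compound: One concentration, 20 µM, with 1.0% DMSO | Also added: Phospho 17-mer peptide substrate | Signal: Absorbance at 630 nm | Incubation: 45 min enzyme reaction at room temperature | Measure: % inhibition of SCP-1 phosphate liberation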
SUMO1 PPI mod – alters human SUMO1 binding to SIM partners; actives 0.33% (n = 360,000); inhibition, % at 20 µM; SUMO1 binding to a labelled peptide, TR-FRET, 1 h; in the data active = inhibition above about 37%
Target sequence (P63165 whole entry, looked up): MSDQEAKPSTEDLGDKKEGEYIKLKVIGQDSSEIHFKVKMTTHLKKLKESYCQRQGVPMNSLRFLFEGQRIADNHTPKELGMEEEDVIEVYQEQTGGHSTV
* = called active by the depositor; nt = no result given.

SMILES	DNMT1 block	MsrA inhibitor	eLon inh	STEP inh	TbMetRS inhib	LMPTP inh	MsrA act	NRP1-CendR mod	Scp-1 inhibitor	SUMO1 PPI mod
Cc1cccc(N(CC(=O)NCCc2ccccc2)C(=O)CCC(=O)Nc2ccccn2)c1C	0	-0.6	0	-3	-1.2	-1.1	-10	4	4	-3
O=C(O)CC(NC(=O)/C(=C/c1ccccc1)NC(=O)c1ccccc1)c1ccccc1 (stereo not drawn)	0	-0.5	-12	4	-0.7	-1.2	-4	2	-3	-3
O=C(O)c1cc(C(=O)C2CC2)c[nH]1	0	0.1	-9	-2	0.0	-0.6	-2	-8	-6	-3
O=C(COC(=O)/C=C/c1ccc(S(=O)(=O)N2CCOCC2)cc1)Nc1ccccc1F	-3	-0.1	-8	-2	0.1	0.7	-1	5	-3	-11
COc1ccc(NS(=O)(=O)c2cc(-c3cnc(C4CC4)o3)ccc2C)cc1	-1	11*	-7	2	0.4	2.6	-3	0	0	-2
Cc1ccc(-c2csc3nc(C)n(N)c(=O)c23)o1	1	-0.1	-10	3	-0.8	-1.5	-6	-1	-9	-2
COC(=O)/C(=C/c1ccc(OC)cc1)NC(=O)c1ccco1	0	1.2	-9	2	-0.9	-1.9	-5	2	-1	-5
CC(=O)c1ccc(OCc2cc(C(=O)N3CCOCC3)no2)cc1	-2	1.3	6	-2	-0.4	-0.2	-2	2	-2	1
O=C(Nc1cc(Sc2nc3ccccc3s2)cc([N+](=O)[O-])c1)c1ccccc1F	-6	0.3	-7	-6	0.0	4.3	-2	10	-17	-11
CN(C)c1c([N+](=O)[O-])cc(N2C(=O)C=CC2=O)cc1[N+](=O)[O-]	4	nt	0	4	0.2	6.6	-5	5	24	-17

The last 2 records of the section above come first, to join the parts.
SMILES	DNMT1 block	MsrA inhibitor	eLon inh	STEP inh	TbMetRS inhib	LMPTP inh	MsrA act	NRP1-CendR mod	Scp-1 inhibitor	SUMO1 PPI mod
O=C(Nc1cc(Sc2nc3ccccc3s2)cc([N+](=O)[O-])c1)c1ccccc1F	-6	0.3	-7	-6	0.0	4.3	-2	10	-17	-11
CN(C)c1c([N+](=O)[O-])cc(N2C(=O)C=CC2=O)cc1[N+](=O)[O-]	4	nt	0	4	0.2	6.6	-5	5	24	-17
O=C(c1ccc([N+](=O)[O-])cc1)N1CCOC12CCN(c1ncc(C(F)(F)F)cc1Cl)CC2	-4	1.4	-6	3	0.2	-0.4	1	-4	-15	0
COc1ccc(NS(=O)(=O)c2cccc(C(=O)NC3CCN(Cc4ccccc4)CC3)c2)cc1	-2	-1.4	3	3	-0.3	0.8	-2	-7	-8	1
CCCNC(=O)COC(=O)c1ccc(S(=O)(=O)N2CCCC2)cc1	1	1.5	-8	0	-0.3	-1.9	-5	1	-6	-2
O=C(NC1CCN(Cc2ccccc2)C1)c1cc(COc2ccc(F)cc2F)on1 (stereo not drawn)	1	0.5	0	1	-0.3	0.7	-2	-4	-2	3
COC(=O)/C=C/c1ccc2c(c1)S(=O)(=O)N(Cc1ccc(OC)cc1)[C@H]2CC(=O)OC	-4	0.2	2	-2	-0.3	0.2	-7	2	-8	-21
Cc1ccc([C@H]2C[C@@H](O)[C@H](n3cc(C4CC4)nn3)CN2CC2CCCCC2)cc1	2	-0.1	6	0	-1.8	2.5	2	8	nt	-2
CCC(=O)Nc1ccc(NC(=O)c2cc3ccccc3o2)c(OC)c1	1	0.2	-16	0	0.1	0.7	0	-8	-5	-3
COc1ccc(Cl)cc1NC(=S)N1CCN(C(=O)c2ccco2)CC1	-1	-0.6	2	4	-0.6	-3.1	-2	-2	-1	-1
COC(=O)CSc1nc(NCc2ccccc2)nc(N(C)C)n1	10	-0.3	-7	-1	-0.6	-0.6	-9	11	-7	0
CCO[C@@H]1OC(C(=O)N2CCN(Cc3ccc4c(c3)OCO4)CC2)=C[C@H](c2coc3ccccc3c2=O)[C@H]1CCCO	-4	0.2	11	0	-0.1	-0.9	-3	8	-8	7
Cn1c(CCNC(=O)c2ccco2)nc2cc(NC(=O)c3ccccc3)ccc21	3	1.6	3	0	0.4	0.9	-2	6	-5	4
CCn1nnc(NC(=O)c2ccc(Br)o2)n1	1	1.5	4	1	-0.1	-0.6	-3	2	-5	3
O=C(COC(=O)c1nc(Cl)ccc1Cl)NC(=O)c1ccccc1	0	-0.7	-6	-2	-0.5	-0.3	-3	14	-4	-7
COc1ccc(CCNS(=O)(=O)c2ccc3c(c2)NC(=O)CS3)cc1OC	-1	-0.3	-10	-1	0.0	-1.6	-2	5	-6	-2
CCCCOc1ccc(C(=O)NCC(=O)N2CCN(Cc3ccc4c(c3)OCO4)CC2)cc1	0	0.1	1	0	-0.1	-0.7	-3	-6	5	0
COc1cccc(CN2CCC(n3nccc3NC(=O)CCCc3ccccc3)CC2)c1O	0	1.1	-5	-4	-0.3	-0.1	7	4	-5	0
CCCCOc1ccccc1C(=O)NNC(=S)NC(=O)c1ccccc1[N+](=O)[O-]	1	1.0	4	3	-0.6	1.2	-3	10	-15	-7
COc1ccc(C)cc1S(=O)(=O)Nc1ccc(F)cc1	-4	0.0	-8	-2	-0.9	-0.3	-7	6	-7	-1
CCCc1c(O)nc(SCCN(CC)CC)[nH]c1=O	1	0.2	3	-3	-0.2	-2.1	-4	19	-3	-1
CC(NC(=O)COC(=O)c1ccc([N+](=O)[O-])o1)c1ccccc1 (stereo not drawn)	-9	0.0	-7	-3	0.0	-0.1	0	0	-7	-27

Looked up above:
LMPTP inh, CCn1nnc(NC(=O)c2ccc(Br)o2)n1 → -0.6
STEP inh, CCCc1c(O)nc(SCCN(CC)CC)[nH]c1=O → -3
MsrA act, Cn1c(CCNC(=O)c2ccco2)nc2cc(NC(=O)c3ccccc3)ccc21 → -2

Continued.
SMILES	DNMT1 block	MsrA inhibitor	eLon inh	STEP inh	TbMetRS inhib	LMPTP inh	MsrA act	NRP1-CendR mod	Scp-1 inhibitor	SUMO1 PPI mod
COc1cc(C(=S)N2CCOCC2)cc(OC)c1OC(=O)Cc1ccc(F)cc1	-5	0.3	-2	16	0.1	-1.4	-2	12	-8	-2
Cc1cccc(NC(=O)COC(=O)Cc2c[nH]c3ccccc23)c1C	19	-0.1	11	-1	-0.5	1.5	-10	-6	-1	2
O=C(CN1CCOCC1)Nc1nc2ccc(F)cc2s1	-1	0.1	-6	-1	-0.7	-0.1	-6	-6	6	2
CC(=O)Nc1ccccc1Oc1ccccc1	-2	-0.4	-5	1	-0.1	-0.5	-3	2	-7	-1
O=c1c2c(-c3ccc([N+](=O)[O-])cc3)csc2nc2n1CCC2	-2	1.6	-7	0	-1.0	-0.4	-4	9	-6	-27
CC(C)c1ccc(NC(=O)Cc2cn(C)c3ccccc23)cc1	0	-0.3	-2	39	-1.0	3.9	-9	0	-3	-5
COC(=O)c1c(C)oc(C)c1S(=O)(=O)NC(C)(C)C	-2	0.8	-5	1	-0.4	0.1	-2	-11	4	4
COc1ccc(CNC(=O)CN(C(=O)CCC(=O)Nc2ccccn2)c2cccc(C)c2C)cc1	0	0.2	-4	-1	0.2	-0.4	-3	4	6	-5
Cc1ccc(N=Cc2ccc[nH]2)c(O)c1	-32	1.3	-2	-2	-0.2	0.6	-1	-17	-5	-8
OCCCc1ccc(O)c(O)c1	1	-0.1	-8	0	0.3	2.1	-3	4	-1	-3

Ordered by value in NRP1-CendR mod (ascending): some entries from above.
Structure | DNMT1 block | MsrA inhibitor | eLon inh | TbMetRS inhib | LMPTP inh | MsrA act | NRP1-CendR mod | Scp-1 inhibitor | SUMO1 PPI mod
Cc1cccc(NC(=O)COC(=O)Cc2c[nH]c3ccccc23)c1C | 19 | -0.1 | 11 | -0.5 | 1.5 | -10 | -6 | -1 | 2
O=C(NC1CCN(Cc2ccccc2)C1)c1cc(COc2ccc(F)cc2F)on1 (stereo not drawn) | 1 | 0.5 | 0 | -0.3 | 0.7 | -2 | -4 | -2 | 3
COc1ccc(CNC(=O)CN(C(=O)CCC(=O)Nc2ccccn2)c2cccc(C)c2C)cc1 | 0 | 0.2 | -4 | 0.2 | -0.4 | -3 | 4 | 6 | -5
O=C(COC(=O)c1nc(Cl)ccc1Cl)NC(=O)c1ccccc1 | 0 | -0.7 | -6 | -0.5 | -0.3 | -3 | 14 | -4 | -7
CCCc1c(O)nc(SCCN(CC)CC)[nH]c1=O | 1 | 0.2 | 3 | -0.2 | -2.1 | -4 | 19 | -3 | -1

Continued.
SMILES	DNMT1 block	MsrA inhibitor	eLon inh	STEP inh	TbMetRS inhib	LMPTP inh	MsrA act	NRP1-CendR mod	Scp-1 inhibitor	SUMO1 PPI mod
O=C(CN1CCOCC1)N1N=C(c2cccs2)CC1c1cccs1 (stereo not drawn)	1	0.7	-3	1	-0.5	-1.2	-2	-9	-8	-5
CCc1nnc(NC(=O)CSc2nc(N)c(NC(=O)c3ccc(OC)cc3)c(=O)[nH]2)s1	1	-0.6	2	-3	-0.3	-0.7	0	10	-2	3
CN(Cc1ccccc1Cl)C(=O)c1cnccc1C(F)(F)F	-3	-0.7	-1	-2	-0.6	-1.3	0	-5	0	1
COc1ccc(-c2noc(CN3CCC(Cc4ccccc4)CC3)n2)cc1	-3	nt	-8	-2	-0.3	4.1	-1	-14	0	1
COc1cccc(CCN2CCC(CNS(=O)(=O)c3cc(-c4cc(C)no4)ccc3OC)CC2)c1	0	-0.6	5	-1	-0.3	-1.1	-1	5	3	0
CCO[C@H]1OC(C(=O)Nc2ccccc2)=C[C@@H](c2cn(C(C)=O)c3ccccc23)[C@@H]1CCCO	-5	0.2	9	-2	-0.2	-0.2	-9	-7	4	5
